# V-ATPase pHluor = regulators of yeast V-ATPase proton transport; S. cerevisiae, pHLuorin cytosolic pH fluorescence; response, % at 10 µM; 0.37% of 350,000 active; in the data active = response mostly above about 7.3%, no sharp cut-off; inactive = mostly below about 5.4%; note: actives read high; inactives centre near 0; some compounds called inactive have numbers as strong as hits; reference of the scale not given here
# SR-BI DiI inh = inhibitors of mouse SR-BI mediated HDL lipid uptake | 0.96% of 320,000 active | ldlA[mSR-BI] CHO cells, DiI-HDL uptake fluorescence, 3 h | inhibition, % at 12.5 µM | Q61009 | AID 488896;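 active = mean replicate inhibition of at least 70% and a set share of replicates each scoring 70 or more; inconclusive = meets just one of the two criteria; inactive = fails both criteria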;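 note: 0% = median of neutral control wells and 100% = median of positive control wells; values of inactives mirror those of a sister screen read the other way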
# MITF act = activators of MITF-driven TRPM1 promoter activity in SK-MEL-5 cells; AID 588334; SK-MEL-5 TRPM1-promoter luciferase, 24 h; % of positive control, neutral wells = 0; 0.75% of 300,000 active; activation, % at 12.5 µM;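 active = mean activation of at least 80% with every replicate also reaching 80%; inconclusive = mean reaches 80% but some replicate falls short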;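 note: 0% = neutral control wells and 100% = parthenolide positive control wells; values of inactives mirror those of a sister screen read the other way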
# HTR5A inv ctr = HTR5A inverse agonism, opioid heterodimer counter-screen; P47898; HTR5A cell line, luminescence; inhibition, % at 9.3 µM; 0.083% of 340,000 active; in the data active = inhibition mostly above about 23%, no sharp cut-off; inactive = mostly below about 18%;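 note: 0% = cells with DMSO and 100% = no-cell wells with DMSO; some compounds called inactive have numbers as strong as hits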
# HTR5A ag = activates human HTR5A in OPRM1-OPRD1 agonist counter-screen. P47898. HTR5A agonist assay, luminescence, cell-based. activation, % at 9.3 µM. 0.61% of 340,000 active; in the data active = activation mostly above about 9.5%, no sharp cut-off; inactive = mostly below about 7.6%;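 note: 0% = cells with vehicle only and 100% = reference agonist; strong numbers were not always called active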
# Wnt act = activators of Wnt/beta-catenin signaling; Wnt/beta-catenin reporter cell assay, activator, plate reader; activation, % at 9.35 µM; 1.2% of 300,000 active; in the data active = activation above about 30%, passing the limit was not always enough; inconclusive = no clear call, values can overlap the other calls;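 note: 0% = neutral control wells and 100% = positive control wells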
# PvdQ acylase = blocks Pseudomonas aeruginosa PvdQ acylase activity | purified PvdQ acylase, fluorescence plate reader | inhibition, % at 10 µM | 0.063% of 340,000 active; in the data active = inhibition above about 30%, passing the limit was not always enough; inconclusive = no clear call, values can overlap the other calls;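 note: 0% = vehicle neutral wells and 100% = reference inhibitor wells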
# dFosB act = mouse delta FosB homodimer activation; P13346; purified delta FosB, TAMRA-CDK5 oligo fluorescence polarization; percent of positive-control signal above neutral wells; activation, % at 25 µM; 0.99% of 340,000 active; AID 493131;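 active = mean activation above about 17%, with every replicate also reaching it, limit read from the data, passing the limit was not always enough; inconclusive = only one of the two conditions met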;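 note: fluorescence polarization rise as delta FosB binds a TAMRA Cdk5 AP-1 oligo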
# Target sequence (P13346 whole entry, looked up): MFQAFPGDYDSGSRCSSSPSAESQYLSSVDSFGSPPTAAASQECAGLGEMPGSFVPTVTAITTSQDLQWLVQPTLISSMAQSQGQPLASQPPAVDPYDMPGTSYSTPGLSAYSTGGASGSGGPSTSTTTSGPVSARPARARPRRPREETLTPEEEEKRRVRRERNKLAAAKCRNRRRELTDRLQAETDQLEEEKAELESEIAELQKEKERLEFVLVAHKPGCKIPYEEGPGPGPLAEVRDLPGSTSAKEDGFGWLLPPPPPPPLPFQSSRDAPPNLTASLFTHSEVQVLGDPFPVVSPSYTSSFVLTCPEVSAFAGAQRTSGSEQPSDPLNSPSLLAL
# CDK5 inh = blocks human CDK5/p35 kinase activity | Q00535+Q15078 | Recombinant CDK5/p35, ADP-Glo luminescence, 60 min | inhibition, % at 10 µM | 0.01% of 330,000 active | AID 488839;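 active = highest replicate inhibition of at least 50% and at least 75% of replicates reaching 50%; inconclusive = only one of the two criteria met; inactive = both criteria failed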;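 note: plate controls were DMSO neutral control for no effect and GW8510 at 10 µM for full effect; many of its hits are not listed in these tables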
# Target sequence (Q00535 whole entry, looked up): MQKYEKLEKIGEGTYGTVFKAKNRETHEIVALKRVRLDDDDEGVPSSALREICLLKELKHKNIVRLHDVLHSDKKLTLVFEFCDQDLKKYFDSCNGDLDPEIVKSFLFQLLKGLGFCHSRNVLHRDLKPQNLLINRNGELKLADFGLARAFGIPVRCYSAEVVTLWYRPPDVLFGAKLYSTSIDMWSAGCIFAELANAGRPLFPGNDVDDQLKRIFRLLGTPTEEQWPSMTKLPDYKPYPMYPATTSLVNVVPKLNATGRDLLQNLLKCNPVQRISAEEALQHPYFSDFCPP
# Target sequence (Q15078 whole entry, looked up): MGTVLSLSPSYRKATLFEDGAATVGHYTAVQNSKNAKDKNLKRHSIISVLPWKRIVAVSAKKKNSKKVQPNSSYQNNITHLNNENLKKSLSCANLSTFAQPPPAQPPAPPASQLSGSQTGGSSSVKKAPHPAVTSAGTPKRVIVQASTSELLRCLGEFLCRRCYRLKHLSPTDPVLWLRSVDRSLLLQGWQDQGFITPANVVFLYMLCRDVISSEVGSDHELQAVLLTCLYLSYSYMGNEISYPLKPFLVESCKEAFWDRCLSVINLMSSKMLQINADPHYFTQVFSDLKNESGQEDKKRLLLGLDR
# NSD2 inh = NSD2 (human) methyltransferase inhibition; O96028; NSD2 peptide methylation, AlphaScreen, 120 min; 0.54% of 310,000 active; inhibition, % at 12.5 µM; in the data active = inhibition above about 50%
# An asterisk follows results filed as active; ? = inconclusive; . = no result given.
# Every second line gives: MITF act, PvdQ acylase, HTR5A ag, Wnt act, NSD2 inh, HTR5A inv ctr, SR-BI DiI inh, V-ATPase pHluor, dFosB act, CDK5 inh
> Cc1ccc(NC(=O)CSc2ncc3ccccn23)cc1C
    57, -16, -3, 12, 1, -39, 6, 0, -8, -0.1
> CC[C@@H]1C(c2ccccc2)=NN(c2ccccc2)[C@H]1C(=O)N1CCOC1=O
    6, -17, 5, -2, ., -18, 6, 0, -4, 2.5
> O=C(O)c1ccccc1-c1cn2cc(Cl)ccc2n1
    -2, -15, -3, 10, -7, 8, -17, 1, 2, -1.7
> O=C1C2C3C=CC(C2C(=O)N1C1CCCCC1)C1C(=O)N(C2CCCCC2)C(=O)C31 (stereo not drawn)
    -2, -11, -2, ., ., 5, -35, 2, -1, 0.6
> Cc1ccc(S(N)(=O)=O)c(C)c1-n1cnnn1
    2, -11, -1, ., -3, 1, -2, 1, -7, -1.6
> CN(C(=O)COC(=O)c1cc2ccccc2oc1=O)C1CCCCC1
    -23, -2, 0, 4, 1, 20, -3, 3, -4, -0.5
> Cc1ccccc1NC(=O)CN1C(=O)CSc2ccccc21
    6, -7, 1, -1, 2, -8, 11, 8, 5, -2.9
> Cc1ccc(NC(=O)c2ocnc2C)cc1Cl
    38, 9, -2, 11, -4, 6, -4, 0, -4, 8.1
> CC12CCC(C(=O)Nc3ccccc3Cl)([C@H](Br)C1=O)C2(C)C (stereo partly drawn)
    ., -12, 3, -1, -2, 13, -7, -3, -2, 0.6
> CCN(CCCn1c(=S)[nH]c2ccc(N3CCOCC3)cc2c1=O)c1ccccc1
    -10, -12, 2, -1, 5, -5, 23, 0, -1, 0.6
> CC(OC(=O)c1ccc(OCC2CCCO2)cc1)C(=O)N(C)Cc1ccccc1 (stereo not drawn)
    28, -9, 0, 1, 1, -1, 34, 1, -4, 0.9
> Oc1cccc(C2c3[nH]c4ccccc4c3CCN2Cc2cnn(-c3ccccc3)c2)c1 (stereo not drawn)
    -18, -3, 4, 0, -2, -4, 21, 1, ?, 0.4
> COc1ccc(-c2nc(=S)[nH][nH]2)cc1OC
    -7, -9, 4, 1, -2, 13, -22, 0, 1, 2.6
> COc1cc(C(=S)N2CCOCC2)ccc1OC(=O)c1cc([N+](=O)[O-])cc([N+](=O)[O-])c1
    -18, 3, -2, ., 3, 1, -1, -1, 5, 1.1
> CCN(CC)S(=O)(=O)c1ccc2[nH]cc(C(=O)NCCN3CCCCCC3)c(=O)c2c1
    -7, -7, 2, ., 6, -17, -12, 0, -14, -0.7
> COc1cc(C(=O)N/C(=C\c2cn(S(=O)(=O)N(C)C)c3ccccc23)C(=O)NCCCO)cc(OC)c1OC
    -3, 0, -5, -1, 3, 13, -4, 1, -7, -1.0
> CCc1cc2c(SCC(=O)NCC3CCCO3)ncnc2s1 (stereo not drawn)
    5, -9, -4, 2, 1, -14, 4, -3, 6, 0.6
> CC1CCCN(C(=O)c2ccc(Br)c(S(=O)(=O)N3CCOCC3)c2)C1 (stereo not drawn)
    11, -15, 0, 0, -1, 0, 7, 4, 1, -0.4
> CC(C)/C=C/CN1CCC(Oc2ccc(C(=O)N3CCCC3)cc2)CC1
    3, -2, 0, -1, 3, 0, 10, -1, 2, -1.9
> Cc1cc(N2CCCN(C)CC2)nc2cc(Cl)ccc12
    2, 10, 4, ., 28, -39, 1, 5, 5, 3.1
> CCOC(=O)Cn1c(=O)c2c(nc3n2CCCCN3c2ccc(OCC)cc2)n(C)c1=O
    -5, -12, 0, -1, ., 17, ., -6, -6, 1.9
> Cc1nc2ccc(S(=O)(=O)NC(C(=O)N3CCCCCC3)C(C)C)cc2s1 (stereo not drawn)
    10, -12, 1, -1, ., -4, -17, -1, -14, 0.5
> CCNC(=S)NS(=O)(=O)c1ccc(Cl)cc1
    6, 9, -4, ., -3, 17, -11, 1, 5, -1.9
> O=C(NCc1ccc(F)cc1)c1cnn2ccccc12
    ?, -2, 6, 15, ., -17, 0, 0, -7, 0.8
> CCOC(=O)C1CCN(C(c2cccs2)c2sc3nc(C)nn3c2O)CC1 (stereo not drawn)
    7, -14, 1, 3, ., -3, 3, 5, -6, 1.3
> CC(=O)N1c2c(cc(Br)cc2S(=O)(=O)NCc2ccc(C)cc2)CC1C (stereo not drawn)
    0, -9, 3, -2, 2, -9, ., -1, -14, -1.2
> O=C(Nc1ccc2c3c(cccc13)CC2)c1ccco1
    34, 15, 7, ., 1, -19, 15, -3, 4, 1.0
> CCC(CC)c1nnc(NC(=O)c2cccc(S(=O)(=O)N3CCOCC3)c2)s1
    -7, -14, -4, -5, -3, 14, 2, 3, -6, 0.9
> C=CCNC(=O)C1CC(=O)N(c2ccc(OCC(=O)Nc3cccc(OC)c3)cc2)C1 (stereo not drawn)
    27, -6, 3, ., -1, 17, ., 3, -4, 1.7
> CC(C)NC(=O)CCCc1cn(C)c2ccccc12
    11, 1, 1, 1, 18, -7, -1, 2, -7, -2.5

# Results in SR-BI DiI inh, V-ATPase pHluor and PvdQ acylase (three entries from above):
canonical_smiles,SR-BI DiI inh,V-ATPase pHluor,PvdQ acylase
CCC(CC)c1nnc(NC(=O)c2cccc(S(=O)(=O)N3CCOCC3)c2)s1,2,3,-14
C=CCNC(=O)C1CC(=O)N(c2ccc(OCC(=O)Nc3cccc(OC)c3)cc2)C1 (stereo not drawn),.,3,-6
CC(C)NC(=O)CCCc1cn(C)c2ccccc12,-1,2,1

# Further results follow.
# Every second line gives: MITF act, PvdQ acylase, HTR5A ag, Wnt act, NSD2 inh, HTR5A inv ctr, SR-BI DiI inh, V-ATPase pHluor, dFosB act, CDK5 inh
> COc1ccc(Cc2nc3ccccc3n2CC(=O)N/N=C/c2ccccc2)cc1OC
    7, -8, ., -3, -1, ., 0, 0, -5, -2.2
> COc1ccccc1OCC(=O)NNC(=S)NC(=O)c1ccco1
    -6, -5, -8, ., ., 18, -7, 1, -4, -1.0
> Cc1ccc(S(=O)(=O)N2[C@@H](c3cccc(Cl)c3)C(C(=O)O)=CC[C@H]2c2ccc(C(C)C)cc2)cc1
    1, -11, 8, -1, ., -42, 2, 0, -21, -4.2
> ClCc1cc2ccccc2nc1Cl
    -4, -4, 3, 14, ., 4, -51, -4, 2, 0.5
> Cc1nc(CS(=O)(=O)c2ccccn2)sc1C(=O)NNC(=O)c1c(F)cccc1Cl
    ., 0, ., -1, -2, ., -1, 4, 0, 0.8
> COc1ccc(NC(=S)Nc2cccc(C(F)(F)F)c2)c(C)c1
    5, -2, 4, 4, -2, -48, 1, 1, 0, 0.2
> CCCn1nc(C(=O)OCC(=O)c2c(N)n(C)c(=O)n(C)c2=O)c2ccccc2c1=O
    0, -25, 2, 8, 3, -3, -3, 1, -16, 1.4
> O=C1C2C(c3cccc(/C=C/c4ccccc4)c3)CC=CC2C(c2ccc3ccccc3c2)N1Cc1ccccc1 (stereo not drawn)
    21, -6, 0, -4, ., -30, -15, -1, 7, 0.2
> COc1ccc(NC(=O)c2cccc(N3C(=O)C4C5CCC(C5)C4C3=O)c2)cc1 (stereo not drawn)
    3, -6, 3, -1, -2, 5, 6, -6, -4, 1.5
> CCOC(=O)c1c(N)sc2c(NC(C)=O)cccc12
    -17, -5, 0, -1, -7, -6, ., 0, 3, -0.7
> CC(C)(C)c1ccc(C(=O)Oc2ccc3c(c2)OCC3=O)cc1
    -13, -4, 12, ., -6, -22, -7, 0, -4, -1.4
> O=C(O)COCC(=O)Nc1ccc2c(c1)oc1ccccc12
    1, -7, 2, -2, 3, -8, -4, -7, 6, -0.6
> CCNC(=O)NCCc1c[nH]c2ccc(Cl)cc12
    ., 0, 5, -1, 2, -22, 15, -1, 4, -0.4
> O=C(OCn1nnc2ccccc2c1=O)c1ccco1
    ., 7, 3, 0, ., 0, -24, 4, -6, -0.7
> NC(=O)C1(N2CCCCC2)CCN(C(=O)CSc2nc(C(F)(F)F)cc(=O)[nH]2)CC1
    7, 5, 1, ., ., -18, -4, -2, 2, -0.2
> CC(C)(C)c1nnc(NC(=O)NS(=O)(=O)c2ccccc2)s1
    -5, -5, 6, ., -7, -14, -24, -1, -6, 2.1
> Cc1cc(C)c2c(N)c(-c3nnc(SCc4ccc(Cl)cc4)n3C)sc2n1
    ., -15, -1, -2, -1, 4, -5, -1, 6, -0.2
> CCN(CC)CCCNC(=O)CSc1c2c(nc3cc(Cl)ccc13)CCCC2
    -12, -6, -4, ., 2, 10, 6, 3, -10, -0.8
> Cc1ccc(S(=O)(=O)NC(=O)Nc2ccc(F)c(F)c2)cc1
    11, -1, -1, 0, 1, -16, -17, 1, 0, -1.2
> OCC[C@@H]1C[C@@H](O)[C@H](O)[C@@]2(OCCc3ccccc32)O1
    11, 0, 4, 0, ., -10, 0, -4, -2, 0.2
> CCOc1nc(-c2ccccc2)ccc1-c1noc(-c2cccnc2)n1
    8, -3, 5, 8, ., 10, 29, -6, -2, -2.2
> COc1ccc(Br)cc1C(=O)NC(=S)Nc1cc(-c2nc3ccccc3[nH]2)ccc1C
    16, 2, 8, -3, -2, -26, 61, 0, 30*, 0.3
> NCCCn1cnc2ccccc21
    -5, -12, 4, -1, -21, -27, -8, 3, -5, 0.6
> CC(NC(=O)OC(C)(C)C)C(=O)Oc1cc2oc(=O)cc(-c3ccccc3)c2cc1Cl (stereo not drawn)
    2, 9, 0, ., ., -2, -11, 6, -7, -0.4
> COc1ccc(NC(=O)c2ccc3c(c2)OCO3)cc1Cl
    88*, -17, 6, ., -1, 14, 26, 0, -3, -2.2
> O=C(CSc1ncnc2scc(-c3ccccc3)c12)NC1CCS(=O)(=O)C1 (stereo not drawn)
    2, -8, 5, 1, -3, 1, ., 3, -12, 0.7
> COc1ccc(C(=O)Nc2cccc(C)c2)cc1S(=O)(=O)N1CCOCC1
    -11, -12, 1, ., -1, -4, 23, 0, 5, -1.5
> CC(=O)N1CCN(c2ccc(NC(=O)c3ccco3)cc2)CC1
    18, -12, -1, 12, -3, 3, ., -3, 4, 0.9
> O=C(c1cc(-c2ccncc2)nc2ccc(Br)cc12)N1CCN(Cc2ccc3c(c2)OCO3)CC1
    9, -7, 5, 0, 4, -14, 10, -2, -15, -1.3
> Cn1nnc(NC(=S)NC(=O)c2cc(Cl)ccc2Cl)n1
    15, -6, -2, 1, 1, 28, -21, 2, 2, .

# A draw from above in order of SMILES length, high to low.
# Every second line gives: MITF act, PvdQ acylase, HTR5A ag, Wnt act, NSD2 inh, HTR5A inv ctr, SR-BI DiI inh, V-ATPase pHluor, dFosB act, CDK5 inh
> COc1ccc(Br)cc1C(=O)NC(=S)Nc1cc(-c2nc3ccccc3[nH]2)ccc1C
    16, 2, 8, -3, -2, -26, 61, 0, 30*, 0.3
> OCC[C@@H]1C[C@@H](O)[C@H](O)[C@@]2(OCCc3ccccc32)O1
    11, 0, 4, 0, ., -10, 0, -4, -2, 0.2
> CCN(CC)CCCNC(=O)CSc1c2c(nc3cc(Cl)ccc13)CCCC2
    -12, -6, -4, ., 2, 10, 6, 3, -10, -0.8
> NCCCn1cnc2ccccc21
    -5, -12, 4, -1, -21, -27, -8, 3, -5, 0.6
